GPR151 ag: activators of human GPR151. Q8TDV0. AID 1508602. hit rate 1% among 650,000. PathHunter beta-arrestin GPR151 cells, luminescence. activation, % at 11.2 µM; in the data active = activation above about 4.9%;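 note: 0% = median of compound wells and 100% = cells with positive control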
Target sequence (Q8TDV0 whole entry, looked up): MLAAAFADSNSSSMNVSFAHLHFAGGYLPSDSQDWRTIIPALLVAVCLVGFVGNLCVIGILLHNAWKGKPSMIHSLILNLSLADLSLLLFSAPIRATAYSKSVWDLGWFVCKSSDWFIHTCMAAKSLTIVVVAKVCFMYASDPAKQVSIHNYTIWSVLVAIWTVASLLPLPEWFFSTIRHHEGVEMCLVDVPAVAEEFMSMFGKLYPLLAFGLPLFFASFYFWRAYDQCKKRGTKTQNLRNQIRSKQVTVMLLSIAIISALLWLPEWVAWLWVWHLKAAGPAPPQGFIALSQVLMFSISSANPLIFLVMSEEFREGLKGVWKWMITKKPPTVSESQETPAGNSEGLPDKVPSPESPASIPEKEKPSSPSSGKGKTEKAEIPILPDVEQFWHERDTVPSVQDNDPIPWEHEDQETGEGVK
TEAD-YAP block: TEAD-YAP interaction inhibition | HEK-TIYL cells, TEAD-Gal4/YAP UAS-luciferase luminescence | inhibition, % at 9.12 µM | hit rate 1.4% among 640,000; in the data active = inhibition above about 32%;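 note: 0% = median of test compound wells and 100% = reference inhibitor wells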
MITF primary: inhibitors of human MITF; O75030; AlphaScreen MITF homodimerization, bead proximity signal; inhibition, % at 2.6 µM; hit rate 0.91% among 650,000; AID 1259374; in the data active = inhibition above about 50%;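 note: 0% = vehicle wells with protein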
Target sequence (O75030 whole entry, looked up): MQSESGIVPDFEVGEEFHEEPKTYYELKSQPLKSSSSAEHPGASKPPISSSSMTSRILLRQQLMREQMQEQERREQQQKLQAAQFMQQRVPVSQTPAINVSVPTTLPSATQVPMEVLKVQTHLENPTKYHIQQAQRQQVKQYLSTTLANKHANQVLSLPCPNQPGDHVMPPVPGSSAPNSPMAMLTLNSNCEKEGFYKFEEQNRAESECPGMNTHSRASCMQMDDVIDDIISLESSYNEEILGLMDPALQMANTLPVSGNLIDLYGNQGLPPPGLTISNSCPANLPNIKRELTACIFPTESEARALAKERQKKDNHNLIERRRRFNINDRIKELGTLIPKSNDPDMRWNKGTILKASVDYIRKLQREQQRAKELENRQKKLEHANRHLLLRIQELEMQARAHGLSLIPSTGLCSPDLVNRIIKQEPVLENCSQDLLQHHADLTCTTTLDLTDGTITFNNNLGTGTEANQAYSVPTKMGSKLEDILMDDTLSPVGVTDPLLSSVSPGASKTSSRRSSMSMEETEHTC
FBW7 act: activators of human E3 ligase FBW7; Q969H0; AlphaScreen FBW7–phospho-cyclin E peptide binding, activator screen; normalized activity (activation), % at 26.1 µM; hit rate 0.13% among 650,000; AID 1259310; in the data active = normalized activity above about 1.9%;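 note: purified mutant Fbw7 with reduced substrate affinity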
Active calls of the source: *. Compounds as they come; 3.5% or so of the library scored in one or more.

SMILES | GPR151 ag | TEAD-YAP block | MITF primary | FBW7 act
CC(=O)c1ccc(OCC(O)CN2C(C)(C)CC(O)CC2(C)C)cc1 (configuration not stated) | -0.4 | 3.1 | -20.6 | -0.1
C=CCN1C(=O)CSC1=S | -1.1 | 5.2 | -14.2 | 0.0
CCN(C(=O)COc1cc(=O)n(CC)c2ccccc12)c1ccccc1C | 0.7 | 12.1 | 21.3 | -0.1
O=C(O)C(O)C(O)c1ccccc1 (configuration not stated) | 4.1 | -13.5 | 11.5 | -0.1
COc1ccc(N(CC(=O)NCCc2ccc(OC)c(OC)c2)S(=O)(=O)c2ccc(C)cc2)cc1 | -0.1 | 19.7 | -1.4 | -0.2
CCCCc1ccc(NC(=O)CN(c2ccccc2OC)S(C)(=O)=O)cc1 | 1.9 | 15.7 | 7.8 | -0.2
N#CCCn1c(COc2ccc(Cl)cc2Cl)nc2ccccc21 | 4.2 | -41.7 | 0.1 | -0.3
O=C(NC1CCCc2ccccc21)c1cc2ccccc2oc1=O (configuration not stated) | 0.7 | -0.3 | 0.4 | 0.2
Cc1ccnc(NS(=O)(=O)c2ccc(NC(=O)c3cc4c(s3)CCCC4)cc2)n1 | 2.0 | -19.0 | -1.7 | 0.1
COc1cccc(OC)c1OCCCCN1CCCCC1 | -0.7 | 9.5 | 35.9 | -0.2
Cc1cc(NC(=O)CCCN2C(=O)c3cccnc3C2=O)no1 | 1.6 | 1.4 | -0.6 | -0.4
CN(C(=O)COc1ccc(C(C)(C)C)cc1)C1(C)CCS(=O)(=O)C1 (configuration not stated) | 5.5* | 7.8 | -11.6 | -0.1
COCCNC(=O)C12CC3CCC(CC(C3)C1)C2 | -0.2 | 2.2 | -6.5 | 0.0
Cc1ccc2nc(-c3cccc(Oc4ccc([N+](=O)[O-])cc4)c3)oc(=O)c2c1 | -0.1 | 0.8 | -0.4 | -0.1
C=CCNC(=O)CC(=O)N/N=C/c1cccc2ccccc12 | 1.4 | 2.6 | -0.6 | 0.1
N/C(=N\OC(=O)COc1ccccc1Cl)c1ccc(Cl)cc1 | 1.5 | -15.5 | -6.2 | 0.2
CCc1ccc(NC(=O)C(=O)N/N=C(\C)CC(=O)Nc2ccccn2)cc1 | 0.2 | -5.5 | 0.4 | -0.3
CN(Cc1ccccc1)Cc1oc(CO)cc(=O)c1O | 1.9 | 10.8 | 20.5 | -0.2
CCN(c1ccccc1)S(=O)(=O)c1ccc2[nH]cc(C(=O)NCCC3=CCCCC3)c(=O)c2c1 | 1.1 | 5.7 | 17.9 | 0.4
Cc1ccc(S(=O)(=O)N(C)CC(=O)NCCC2=CCCCC2)cc1 | -1.8 | -10.4 | 6.0 | 0.7
Cc1ccc2c(CC(=O)Nc3c(C)n(C)n(-c4ccccc4)c3=O)coc2c1 | 1.4 | -0.4 | 12.2 | 0.4
CC1CCN(C2=NC(=O)/C(=C\c3ccc(Cl)cc3)S2)CC1 | 0.2 | -10.2 | -13.1 | -0.1
Cc1cccc(S(=O)(=O)N2CCSC2c2ccccc2)c1 (configuration not stated) | 0.4 | 7.7 | -2.9 | 0.1
CN(CCOc1ccccc1)Cc1c(C(=O)N(C)CCc2ccccc2)nc2sccn12 | -1.8 | -6.7 | 8.7 | 0.0
CC(C)NC(=O)c1ccc(-c2cccc([N+](=O)[O-])c2)o1 | 0.6 | -80.9 | -8.3 | 0.0
Cc1cc2c(=O)n(CC(=O)NCc3cccnc3)cnc2s1 | 3.9 | 2.1 | 0.7 | 0.0
CCOc1cccc(C2CC(c3cccc(OC)c3)=NC(c3ccccc3OC)N2)c1O (configuration not stated) | 0.1 | 0.8 | -13.0 | -0.2
CCC(=O)Nc1ccc2c(COC)cc(=O)[nH]c2c1 | 0.7 | 11.1 | 1.8 | -0.3
Cc1cc2c(cc1S(=O)(=O)NCc1cccnc1)OCCN2C | -0.2 | -5.6 | -1.5 | 0.0
COC(CNC(=O)c1ccc2c(c1)ncn2-c1cccc(C)c1)OC | 0.4 | 2.2 | -3.5 | -0.1
CC(=O)Nc1c(O)nc(C)n1-c1ccccc1 | -0.5 | 3.7 | 7.4 | -1.2
C/C(=N/NC(=O)c1cncc(Br)c1)c1ccc(Br)s1 | 1.8 | -2.4 | 5.8 | 0.5
CCOC(=O)c1c(NC(=O)c2cccs2)sc(C(=O)Nc2ccc(C)c(Cl)c2)c1C | 0.4 | 15.3 | 5.0 | 0.1
O=C(/C=C/c1ccccc1Cl)Nn1c(C2CCCCC2)nc2ccccc2c1=O | -0.4 | 1.4 | -4.4 | 0.0
Cc1nc(NC2=NCN(CCc3ccccc3)CN2)nc2ccccc12 | 3.5 | 12.4 | -14.6 | 0.6
CCC(C)n1c(=N)c(C(=O)NCc2ccccc2)cc2c(=O)n3cc(C)ccc3nc21 (configuration not stated) | 1.4 | -8.2 | -11.8 | 0.1
COC(=O)c1c(C(=O)OC)c2n(c1C)Cc1ccccc1C2 | 0.5 | 2.6 | -3.7 | -0.1
N#Cc1cc(NCc2ccccc2)c([N+](=O)[O-])cc1C#N | 0.8 | 1.0 | 15.8 | -0.2
Cc1ccc(N(CC(=O)Nc2ccccc2F)S(C)(=O)=O)cc1Cl | 14.9* | 12.5 | 6.3 | 0.2
Cc1sc2nc(C3CC3)nc(SCC(=O)O)c2c1C | 0.9 | 1.4 | -4.3 | 0.0
Cc1ccc(OCCN2CCNCC2)c(Br)c1 | -0.6 | 0.5 | 46.5 | -0.2
CC(=O)Nc1cccc(-c2cnn3c(NCc4ccc5c(c4)OCO5)ccnc23)c1 | 1.1 | 4.0 | -9.0 | -0.1
Cn1c(CC(=O)NNC(=O)c2cnccn2)nc2ccccc21 | -1.9 | 7.8 | -9.2 | -0.5
O=C(O)CC1(CC(=O)NC2CCCCC2)CCCC1 | 0.9 | -2.6 | 4.6 | 0.2
COc1cc(OC)c(OC)cc1CN1CCN(Cc2ccc(OC)c(OC)c2OC)CC1 | 0.2 | -1.3 | 58.8* | -0.1
CN(c1ccc(Br)cc1)S(=O)(=O)c1ccc2c(c1)n(C)c(=O)c(=O)n2C | -0.4 | 6.9 | 14.0 | 0.5
O=C(Nc1ccc(-c2nc3c(ccc4ccccc43)[nH]2)cc1)C12CC3CC(CC(C3)C1)C2 | 1.0 | -41.7 | -2.5 | 0.0
CCOc1ccc(CC(=O)NC(CC(C)C)c2nc3cccnc3n2C)cc1 (configuration not stated) | 0.3 | 10.2 | 9.6 | 0.1
O=C(O)/C(=C\c1ccccc1)NC(=O)c1cccc([N+](=O)[O-])c1 | 3.3 | 0.6 | -3.3 | 0.0
O=C(CCNC(=O)c1ccc(Br)o1)NCc1ccc(Cl)cc1 | 0.0 | -7.2 | 3.8 | -0.1
Cc1ccc(/C=N/NC(=O)c2c(-c3ccc([N+](=O)[O-])cc3)nnn2-c2nonc2N)o1 | -2.0 | -11.9 | 10.3 | -0.1
O=C(COc1ccccc1)Nc1nc2c(s1)CCCC2 | -2.2 | -36.1 | 20.7 | 0.1
COc1ccc2nc(N(Cc3ccccn3)C(=O)c3ccccc3Cl)sc2c1 | 0.4 | -54.2 | 6.0 | 0.0
O=C(N/N=C/c1ccncc1)C(O)c1ccccc1 (configuration not stated) | 0.4 | 1.9 | 8.0 | 0.1
Cn1c(SCC(=O)NC2CCCC2)nnc1-c1ccc(Br)cc1 | -1.6 | 8.5 | 19.2 | 0.0
O=C(COc1ccc(Br)cc1)N1CCC(c2ccccc2)C1 (configuration not stated) | 0.1 | 0.9 | 4.2 | 0.0
Cc1cc(C(c2ccccc2)c2cc(C)c(N)c(C)c2)cc(C)c1N | -0.7 | -1.4 | -1.8 | -0.1
Cc1[nH]c2ccccc2c1SCCNC(=O)/C=C/c1ccc2c(c1)OCO2 | 1.0 | -13.8 | -14.7 | 0.1
CCN(CCCNC(=O)CCNC(=O)Cn1cnc2ccccc2c1=O)Cc1ccccc1 | -0.8 | -5.8 | 6.1 | 0.0
C/C(=N/NC(=O)c1cc(C(C)C)[nH]n1)c1cccc([N+](=O)[O-])c1 | 1.5 | -19.6 | 7.7 | 0.1

In a second layout: entries from further up.
Values in the order – GPR151 ag, TEAD-YAP block, MITF primary, FBW7 act
> O=C(CCNC(=O)c1ccc(Br)o1)NCc1ccc(Cl)cc1
  0.0, -7.2, 3.8, -0.1
> Cc1ccc(/C=N/NC(=O)c2c(-c3ccc([N+](=O)[O-])cc3)nnn2-c2nonc2N)o1
  -2.0, -11.9, 10.3, -0.1
> O=C(COc1ccccc1)Nc1nc2c(s1)CCCC2
  -2.2, -36.1, 20.7, 0.1

(list continues)
SMILES | GPR151 ag | TEAD-YAP block | MITF primary | FBW7 act
CCN(CC)CCn1c(NCc2cccc(OC)c2)nc2ccccc21 | 0.2 | -7.0 | 15.1 | 0.1
O=C(Nc1ccccc1F)NC1(C(F)(F)F)Oc2ccccc2O1 | -0.7 | -20.4 | 3.0 | 0.4
O=C(CSc1nc2ccsc2c(=O)n1-c1ccc(Br)cc1)N1CCCC1 | -0.1 | 0.2 | 10.8 | -0.1
O=C(COc1ccc2ccccc2c1)NNC(=O)c1ccc(I)cc1 | -0.9 | 2.8 | 23.4 | 0.4
O=C(COc1ccccc1Br)Nc1nc(-c2ccccc2)cs1 | -0.4 | -4.8 | -5.5 | 0.2
Cc1nc2cccnc2n1C1CCN(C(=O)Nc2cccc(F)c2)CC1 | -0.4 | -0.6 | 24.0 | 0.0
O=C(Nc1c[nH]c2cc(Cl)ccc2c1=O)N1CCn2cnnc2C1 | -1.7 | 5.3 | -1.2 | 0.8
COc1ccc(OC)c(NC(=O)CN2C(=O)CC(c3ccccc3)=Nc3ccccc32)c1 | 0.0 | 6.1 | 8.5 | 0.0
O=c1[nH]c2ccc(S(=O)(=O)Nc3ccc(F)cc3)cc2[nH]1 | 0.3 | 8.1 | 3.7 | 0.0
CC1(C)CC(=O)C2=C(C1)NC(S)=C(C#N)C2c1cccnc1 (configuration not stated) | -1.9 | 0.2 | 19.8 | -0.1
COc1ccc(NC(=O)CCCCCn2c(SCC(=O)Nc3cc(C)on3)nc3ccsc3c2=O)cc1 | 0.5 | 10.6 | 4.8 | 0.0
COc1ccc(/C=C2/N=C(c3cc([N+](=O)[O-])ccc3OC)OC2=O)cc1OC | 0.5 | 5.2 | -4.5 | 0.1
Cc1c(NC(=O)C(C#N)=C2CCCCC2)c(=O)n(-c2ccccc2)n1C | 0.0 | 11.2 | 10.6 | 0.1
Cc1ccc(Nc2nc(-c3ccncc3)cs2)cc1C | -0.3 | -97.8 | 4.2 | 0.2
CCOc1ccc(C(=O)NCC(=O)NNC(=O)c2ccco2)cc1OCC | 0.9 | -1.2 | -8.7 | -0.2

By substructure: the compounds so far containing a cyano group.
SMILES | GPR151 ag | TEAD-YAP block | MITF primary | FBW7 act
N#CCCn1c(COc2ccc(Cl)cc2Cl)nc2ccccc21 | 4.2 | -41.7 | 0.1 | -0.3
N#Cc1cc(NCc2ccccc2)c([N+](=O)[O-])cc1C#N | 0.8 | 1.0 | 15.8 | -0.2
CC1(C)CC(=O)C2=C(C1)NC(S)=C(C#N)C2c1cccnc1 (configuration not stated) | -1.9 | 0.2 | 19.8 | -0.1
Cc1c(NC(=O)C(C#N)=C2CCCCC2)c(=O)n(-c2ccccc2)n1C | 0.0 | 11.2 | 10.6 | 0.1

(listing goes on)
SMILES | GPR151 ag | TEAD-YAP block | MITF primary | FBW7 act
CC1(C)CC(=O)C2=C(C1)N(c1ccc(F)cc1F)C(=O)CC2c1cccnc1 (configuration not stated) | -0.7 | 9.6 | 1.8 | -0.1
CCN(Cc1ccccc1)C(=O)c1ccc(Cl)c([N+](=O)[O-])c1 | 0.2 | 13.7 | 1.4 | -0.1
CCC1(CCC(=O)N2CCC(c3nc4ccccc4o3)CC2)CCC(=O)N1 (configuration not stated) | 2.8 | -9.3 | -16.6 | 0.2
Cc1ccc(S(=O)(=O)n2cc(-c3ccccc3)c(N)n2)cc1 | 2.7 | 6.3 | -1.7 | 0.0
O=C(OCc1ccc(Br)cc1)c1ccc([N+](=O)[O-])o1 | -0.2 | 19.7 | 9.4 | -0.4
Cc1ccc(N2CCN(C(=O)Nc3cc(F)cc(F)c3)CC2)nn1 | 3.2 | -13.6 | 2.3 | 0.1
CCC1Oc2ccc(C)cc2N(CC(=O)NCCCN2CCCCC2CC)C1=O (configuration not stated) | -0.7 | 12.4 | 9.5 | 0.5
CCC(CC)NC(=O)Cn1nnc2ccccc2c1=O | -0.3 | 0.2 | 18.8 | 0.3
O=S(=O)(NCCC1=CCCCC1)c1cccc2cccnc12 | 0.8 | -2.3 | 2.7 | -0.1
Cc1cc(C)nc(-n2ncc(C(=S)Nc3ccccc3)c2C)n1 | 0.2 | -18.0 | -10.7 | -0.1
Cc1cc(N2CCCCC2CCO)n2nc(-c3ccc(F)cc3)cc2n1 (configuration not stated) | 4.2 | -0.8 | 3.9 | 0.1
COc1cc(OC)c(-n2c(C)cc(C=O)c2C)cc1Cl | 0.1 | -0.3 | -14.2 | -0.4
Cc1nc(Oc2ccc(F)cc2)c(C#N)c(C)c1Cl | 0.1 | -0.7 | -9.6 | -0.1
Cc1cc(C)cc(N2C(=O)CSC2c2ccc(C3SCC(=O)N3c3cc(C)cc(C)c3)cc2)c1 (configuration not stated) | -0.6 | 5.2 | 13.9 | 0.1
COc1cccc(CN2CCNC(=O)C2CC(=O)NCc2ccc(C)o2)c1 (configuration not stated) | -1.4 | 4.2 | 1.0 | 0.1
Cn1ccnc1Sc1ncnc2scc(-c3ccccc3)c12 | 1.8 | -17.3 | -25.7 | -0.4
NC(=O)/C(=C/c1ccc([N+](=O)[O-])cc1)NC(=O)c1ccco1 | -1.1 | -2.1 | -10.2 | -0.2
CC(C)n1c(Nc2ccc(-n3ccnc3)cc2)nc2c(Nc3ccc(N4CCOCC4)cc3)ncnc21 | -0.9 | 7.3 | 3.3 | -0.1

Bioassay records as filed in PubChem BioAssay.
